High-throughput results (PubChem BioAssay)
All columns: NCI-60 one-dose screen, growth in % after 48 h at 10 µM unless noted; 100 = growth as untreated, 0 = no growth, -100 = all killed.
HCT-116 – HCT-116 colon cancer; 82,000 tested, 7.3% active; AID 1794798
SF-268 – SF-268 CNS cancer cells. 82,000 tested, 3.1% active. AID 1794759
HT29 – HT29 colon cancer. AID 1794748. 81,000 tested, 7.4% active
SNB-75 – SNB-75 CNS cancer; 79,000 tested, 5% active
KM12 – KM12 colon cancer cells; 82,000 tested, 5% active
HCC-2998 – HCC-2998 colon cancer. AID 1794799. 79,000 tested, 4.7% active
SW-620 – SW-620 colon cancer | 82,000 tested, 5.2% active
SNB-19 – SNB-19 CNS cancer cells; 81,000 tested, 2.5% active; AID 1794751
HCT-15 – HCT-15 colon cancer | 82,000 tested, 5.2% active
An asterisk follows results filed as active; . = not tested or not shown. Rule for the calls: active = growth percent below 10; inactive = the rest.

Structure	HCT-116	SF-268	HT29	SNB-75	KM12	HCC-2998	SW-620	SNB-19	HCT-15
COc1ccc(C2=NN(c3cc(Cl)cc(Cl)c3)C(c3sc(Cl)nc3Cl)C2)cc1 (stereo not drawn)	91	95	90	99	101	104	93	90	94
CCN(CC)CCCNc1ncnc(NCCCN(CC)CC)n1	84	111	102	96	108	102	97	97	106
Cc1ccc(OCc2ccc(Br)cc2)cc1	105	100	114	108	104	100	101	108	98
CC/C(=C/CO)c1ccccc1	100	103	113	92	108	101	106	103	104
CC(C)Cc1ccc(C(C)C(=O)NCc2ccc(Cn3c(=O)sn(-c4ccc(C#N)cc4)c3=O)cc2)cc1 (stereo not drawn)	77	87	92	87	85	92	85	78	97
Cc1cn(-c2cc(NC(=O)c3cncc(C#Cc4cnc(N)c5ncccc45)c3)cc(C(F)(F)F)c2)cn1	36	67	35	89	25	80	63	106	60
CCn1c2c(c3ccccc31)CCSC2(C)CCN(C)C (stereo not drawn)	107	101	78	69	108	106	103	102	93
Cc1cc2nnc3c4cccnc4c(C#N)n3c2cc1C	99	107	69	101	.	120	94	98	90
COc1cc2c3c(n(CCCn4ccnc4)c(=O)c2cc1OC)-c1nc2c(cc1C3=O)OCO2	30	42	32	83	60	72	37	26	52
Cc1cc(O)c(C(C)C)cc1NC(=O)Nc1ccc(Br)cc1	99	101	103	.	100	104	103	100	98
O=C(Nc1nc(-c2ccccc2Cl)cs1)c1cc(-c2ccc(Cl)cc2)nc2ccccc12	77	82	85	77	86	95	101	106	95
CC(C)Cn1cnc2c(=O)[nH]c(N)nc21	101	106	79	84	106	104	106	100	106
COC(=O)C1([N+](=O)[O-])CC(c2ccc3ccccc3c2)ON(c2ccccc2)C1c1ccccc1 (stereo not drawn)	63	86	63	74	70	76	64	86	78
COc1ccc(C(=O)CSc2nc3c(c(Nc4cccc(S(N)(=O)=O)c4)n2)CCCC3)cc1	102	98	101	103	101	117	103	105	100
COC(=O)C1=CC(=O)n2nc3n(-c4ccccc4)c(=O)/c(=C\c4ccc(OC)cc4)n3c2=NN1	98	96	109	79	105	111	108	98	104
COc1ccc(/C=C(\C#N)c2cc(OC)c(OC)c(OC)c2)cc1	1.5*	27	6.3*	30	6.8*	22	30	43	15
CCOC(=O)c1csc(-c2csc(CCNC(=O)c3ccccc3)n2)n1	102	114	118	90	106	97	112	103	113
Cc1ccccc1N=Nc1ccc(N=Nc2ccc(O)cc2)c(C)c1	89	80	89	83	89	102	96	98	76
N#Cc1c(-c2cccs2)nc(N2N=C(c3ccccc3)CC2c2ccccc2)[nH]c1=O (stereo not drawn)	103	105	99	72	108	107	102	108	100
C=CCOC(=O)/C=C\C(=O)NC(N)=O	102	102	102	108	103	101	98	98	100

The last 2 records of the section before open the next one.
Structure	HCT-116	SF-268	HT29	SNB-75	KM12	HCC-2998	SW-620	SNB-19	HCT-15
N#Cc1c(-c2cccs2)nc(N2N=C(c3ccccc3)CC2c2ccccc2)[nH]c1=O (stereo not drawn)	103	105	99	72	108	107	102	108	100
C=CCOC(=O)/C=C\C(=O)NC(N)=O	102	102	102	108	103	101	98	98	100
Cc1ccc(-n2nnc(C(=O)Oc3cc(C)c4sc(=O)[nH]c4n3)c2C)cc1C	108	99	104	86	103	106	99	95	99
CCSc1nc(-c2ccc(Br)cc2)c(C#N)c(=O)[nH]1	97	105	110	101	111	98	108	99	110
COc1cc2nc(N3CCC[C@H](N)C3)nc(N)c2cc1OC	71	61	58	76	72	100	64	78	94
CCOC(=O)/C(C#N)=C/Nc1cc(C(=O)OCC)cc2c(OC)c(OC)ccc12	34	90	88	.	100	111	87	84	94
O=[N+]([O-])c1ccc(NC(=S)NCCNC(=S)Nc2ccc([N+](=O)[O-])cc2)cc1	79	86	100	76	57	86	77	87	44
COc1ccc2c(c1)c(-c1nc(N)nnc1-c1c[nH]c3ccc(F)cc13)cn2C	75	92	79	18	95	87	93	82	71
COc1ccc2cc(C(C)C(=O)Nc3ccc(S(=O)(=O)Nc4ncccn4)cc3)ccc2c1 (stereo not drawn)	92	97	112	92	106	.	99	102	106
C#C[C@@]1(O)[C@@H](CO)O[C@@H](n2cc(I)c3c(N)ncnc32)[C@@H]1O	0.8*	28	2.8*	-10*	9.9*	-35*	0.7*	8.1*	5.7*
COC(=O)c1ccccc1N(C)C	98	107	95	93	107	113	107	99	103
Cc1ccc(C(=O)CC(O)c2coc(-c3ccc(Cl)cc3)n2)cc1 (stereo not drawn)	88	90	89	95	90	107	91	90	101
C=C(C)C[C@@]1(C)CC2[C@@]3(C)CC[C@H](O)C(C)(C)C3CC[C@@]2(C)[C@H](C(=O)OC)C1=O (stereo partly drawn)	108	97	99	96	93	108	99	97	107
CN1CCC(=O)NC1=O	106	99	.	87	100	103	106	98	108
COc1ccc(C2NC(=O)Cc3c2sc2c(F)cccc32)cc1 (stereo not drawn)	101	88	111	75	96	112	95	92	92
Cc1cc2nc3c(=O)[nH]c(=O)nc-3n(CCOC(=O)CCC(=O)O)c2cc1C	113	110	109	75	107	114	107	109	105
CC1OC(OC2C(OC3CCC4(C)C(CCC5(C)C4CC=C4C6CC(C)(C)CCC6(CO)C(O)CC45C)C3(C)C)OC(C(=O)O)C(OC3OC(COC4OC(CO)C(O)C(O)C4O)C(O)C(O)C3O)C2O)C(O)C(O)C1O (stereo not drawn)	-88*	2.0*	-45*	-84*	-71*	-82*	-64*	-88*	-48*
COc1ccc(-c2cc(C(=O)Oc3ccc(C=O)cc3OC)nn2-c2ccc(S(C)(=O)=O)cc2)cc1OC	103	97	109	66	97	115	.	96	98
NS(=O)(=O)c1ccc(Nc2nc(N/N=C/c3ccc(F)cc3)nc(Nc3ccccc3)n2)cc1	45	41	4.7*	96	31	55	76	70	79
O=C(Nc1ccc(C2=NCCN2)cc1)c1cccc(C(=O)Nc2ccc(C3=NCCN3)cc2)c1	100	134	104	109	118	123	104	.	79
COc1cc(C(=O)n2nc(N3CCOCC3)c3cc(-n4cccc4)ccc32)cc(OC)c1OC	49	77	62	50	82	100	68	75	18
CCN(CC)CCOC(=O)c1cccc(-c2ccccc2)c1OCCN(CC)CC	93	102	116	94	105	99	103	.	106

Reprinted at random: 4 entries already listed
Structure	HCT-116	SF-268	HT29	SNB-75	KM12	HCC-2998	SW-620	SNB-19	HCT-15
COc1ccc(C(=O)CSc2nc3c(c(Nc4cccc(S(N)(=O)=O)c4)n2)CCCC3)cc1	102	98	101	103	101	117	103	105	100
COc1ccc(-c2cc(C(=O)Oc3ccc(C=O)cc3OC)nn2-c2ccc(S(C)(=O)=O)cc2)cc1OC	103	97	109	66	97	115	.	96	98
COc1ccc2c(c1)c(-c1nc(N)nnc1-c1c[nH]c3ccc(F)cc13)cn2C	75	92	79	18	95	87	93	82	71
CCN(CC)CCCNc1ncnc(NCCCN(CC)CC)n1	84	111	102	96	108	102	97	97	106

In the list so far, these have two or more sulfur atoms.
Structure	HCT-116	SF-268	HT29	SNB-75	KM12	HCC-2998	SW-620	SNB-19	HCT-15
COc1ccc(C(=O)CSc2nc3c(c(Nc4cccc(S(N)(=O)=O)c4)n2)CCCC3)cc1	102	98	101	103	101	117	103	105	100
CCOC(=O)c1csc(-c2csc(CCNC(=O)c3ccccc3)n2)n1	102	114	118	90	106	97	112	103	113
O=[N+]([O-])c1ccc(NC(=S)NCCNC(=S)Nc2ccc([N+](=O)[O-])cc2)cc1	79	86	100	76	57	86	77	87	44

The results go on.
Structure	HCT-116	SF-268	HT29	SNB-75	KM12	HCC-2998	SW-620	SNB-19	HCT-15
CCOC(=O)c1c(NC(=O)c2ccc(C(C)(C)C)cc2)sc2cc(OCCN3CCCCC3)ccc12	22	91	24	95	51	87	22	56	22
O=[N+]([O-])c1ccccc1CSc1nnc(-c2ccncc2)o1	88	93	98	86	111	107	106	97	105
O=C1Cc2cc(CCN3CCN(c4nsc5ccccc45)CC3)c(Cl)cc2N1	99	93	90	79	98	120	93	94	85
CC(C)NC(=O)OCc1c(COC(=O)NC(C)C)c(-c2ccc(Cl)cc2)n2c1CCC2	50	31	56	34	100	87	47	58	58
Cc1cc(C)c(C#N)c(OCCCCOc2nc(C)cc(C)c2C#N)n1	92	102	105	79	99	99	98	83	95
Cc1cc(C)c2c(N)c(C(=O)Nc3ccc(OC(F)(F)F)cc3)sc2n1	83	96	94	100	91	105	.	91	92
COn1cc(C(=O)c2cccs2)c2cc(C#N)c(C#N)cc21	100	98	99	87	94	99	98	107	103
Cc1cc(C)c2c(N)c(C(=O)c3cccs3)sc2n1	115	149	106	94	98	129	110	104	109
C=C(C)Cc1cc2c(cc1O)OCO2	88	95	96	86	104	104	108	99	97
CCOC(=O)c1ccc(Nc2ncnc3ccc(NC(=O)c4ccccc4)cc23)cc1	91	91	80	78	75	97	96	100	78
CC(C)N1C(=O)S/C(=C2/SC(=O)N(C(C)C)C2=O)C1=O	105	95	102	65	100	104	102	93	96
O=C1C(=O)N(CCCCn2cc(Cn3c4ccccc4c4ccccc43)nn2)c2ccccc21	87	83	99	65	96	103	87	76	74
CC(C)CCSc1nc(Nc2ccc(S(N)(=O)=O)cc2)c(C#N)c(-c2ccc(F)cc2)n1	61	66	57	91	50	78	79	98	40
Cc1nc2sc(C(=O)Nc3cccc4ccccc34)c(N)c2cc1C(O)c1ccccc1 (stereo not drawn)	8.9*	24	11	69	7.6*	5.5*	20	26	13
Cc1cc(=O)n2n1-c1ccc(F)cc1NC(=O)C2	99	107	94	94	105	102	106	108	101
O=C(CSc1nnc(-c2ccc(-c3nc4ccccc4[nH]3)cc2)o1)Nc1ccc(Br)cc1	10	49	23	63	22	71	-47*	-46*	18
O=C1NC(=O)C(c2cc(-c3cc4ccccc4[nH]3)no2)C(=O)N1	101	95	89	89	106	97	93	104	106
COc1ccc(CCNC=O)cc1OC	100	104	114	81	102	104	93	92	103
